D2 potentiator: positively modulates the human D2 dopamine receptor allosterically. potentiation, % at 10 µM. AID 485347. 0.34% of 340,000 active. P14416. HEK293 T-REx D2, calcium flux, EC20 dopamine potentiation;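 active = potentiation over 3 SD above the plate norm, cut at about 30% in these data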; also: 0% is about no effect
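Tetracycline-induced HEK293 T-REx cells force-coupled to calcium signalling expressed D2; compounds were pin-added after a 10 s baseline, read kinetically 180 s, then an EC20 dopamine challenge followed with a further 180 s calcium read.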
RXFP1 antagonist: antagonists of human relaxin receptor RXFP1 | Q9HBX9 | HEK293-RXFP1, relaxin-stimulated cAMP HTRF, 30 min; stronger effect = lower value | activity change, negative = inhibition, % at 57.5 µM | 0.59% of 350,000 active;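 active = activity change of -60% or lower, but not beyond a set lower limit; inconclusive = change between -60% and -40%, or beyond the set limit; inactive = change above -40%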; also: % is scaled to controls: 0 for no effect and ±100 for the full control effect
D2 ag: activates the human D2 dopamine receptor; AID 485358; activation, % at 2 µM; 0.53% of 340,000 active; HEK293 T-REx D2 cells, calcium flux agonist mode;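 active = activation over 3 SD above normal in the single-dose calcium agonist read, cut at about 30% in these data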; also: 0% is about no effect
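HEK293 Trex D2 cells, tetracycline-induced, o/n 30 C 5% CO2; no-wash Ca dye, RT 30–90 min; 10-cycle baseline, 23 nl cpd added, kinetic Ca read 180 s; agonist hits = positive Ca response.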
RXFP1 agonist: RXFP1 (human) receptor agonism; Q9HBX9; HEK293T-RXFP1 cAMP TR-FRET, 30 min; response scale: percent of porcine relaxin response, buffer zero; Potency, µM (series often up to 57.5 µM), for the others: top-dose activation, hits mostly activators; 0.3% of 370,000 active; AID 2676; active = well fitted activation curve with a large enough effect; inconclusive = small, poorly fitted or top-dose-only effect; also: potency is read from the fitted curve at half-maximal effect; % is scaled to controls: 0 for no effect and ±100 for the full control effect; nearly all actives have a fitted effect of over 60% in size; many of its hits are not listed in these tables
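HEK293 cells stably expressing RXFP1, treated 30 min at 37C with compounds plus PDE4 inhibitor Ro 20174; cAMP measured by HTRF TR-FRET. Normalized to buffer and 29 nM porcine relaxin; EC50 by Hill fit.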
D1 agonist: activates the human D1 dopamine receptor; activation, % at 2 µM; 1% of 360,000 active; AID 504660; P21728; HEK293 T-REx D1 cells, calcium flux, agonist mode; in the data active = activation above about 30%; also: 0% is about no effect
Target sequence (P21728 whole entry, looked up): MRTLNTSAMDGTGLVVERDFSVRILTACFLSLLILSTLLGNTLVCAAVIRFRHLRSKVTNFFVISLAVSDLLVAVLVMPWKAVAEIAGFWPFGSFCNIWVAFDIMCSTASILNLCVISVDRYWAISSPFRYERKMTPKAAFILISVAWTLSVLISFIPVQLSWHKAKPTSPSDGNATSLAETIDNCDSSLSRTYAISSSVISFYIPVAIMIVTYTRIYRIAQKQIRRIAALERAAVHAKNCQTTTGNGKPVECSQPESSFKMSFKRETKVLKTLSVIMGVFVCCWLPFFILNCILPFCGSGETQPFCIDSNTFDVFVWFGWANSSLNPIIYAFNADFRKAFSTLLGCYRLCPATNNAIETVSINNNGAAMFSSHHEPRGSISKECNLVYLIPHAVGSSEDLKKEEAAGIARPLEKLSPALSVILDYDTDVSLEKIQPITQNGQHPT
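Tetracycline-induced HEK293 TREx D1 cells, force-coupled to calcium signalling, were dye-loaded with a no-wash calcium kit. Compound was pin-added after a 10 s baseline. Fluorescence was read kinetically at 1 cycle/s for 180 s, with calcium rises flagged as agonism.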
D1 PAM: potentiators of human D1 dopamine receptor. potentiation, % at 10 µM. 0.036% of 360,000 active. P21728. HEK293 TREx D1 cells, calcium flux, dopamine EC20 potentiation; in the data active = potentiation above about 30%; also: 0% is about no effect
D2 antag: antagonists of human D2 dopamine receptor; inhibition, % at 10 µM; HEK293 TREx D2 cells, calcium flux, dopamine EC80; P14416; AID 485344; 2% of 340,000 active; in the data active = inhibition above about 30%; also: 0% is about no effect
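Measurement of antagonist activity uses fluorescent calcium dye in inducible HEK293 T-REx D2 cells: 10 s baseline, compound addition with 180 s read, EC80 dopamine addition with a further 180 s read.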
D1 antag: human D1 dopamine receptor antagonism; P21728; 3.2% of 360,000 active; activity change, negative = inhibition, % at 10 µM; HEK293 TREx D1 cells, calcium flux, dopamine EC80; stronger effect = lower value; in the data active = activity change below about -30%; also: % is scaled to controls: 0 for no effect and ±100 for the full control effect
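Allosteric or orthosteric antagonism assessed as attenuation of the calcium response to EC80 dopamine, added 180 s after compound, in induced HEK293 Trex D1 cells loaded with no-wash calcium dye.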
TRHR PAM: allosterically enhances the human TRH receptor. P34981. TRHR cells, fluo-8 calcium fluorescence, EC20 TRH enhancement. enhancement, % at 2 µM. 0.66% of 360,000 active; in the data active = enhancement above about 30%; also: 0% is about no effect
Target sequence (P34981 whole entry, looked up): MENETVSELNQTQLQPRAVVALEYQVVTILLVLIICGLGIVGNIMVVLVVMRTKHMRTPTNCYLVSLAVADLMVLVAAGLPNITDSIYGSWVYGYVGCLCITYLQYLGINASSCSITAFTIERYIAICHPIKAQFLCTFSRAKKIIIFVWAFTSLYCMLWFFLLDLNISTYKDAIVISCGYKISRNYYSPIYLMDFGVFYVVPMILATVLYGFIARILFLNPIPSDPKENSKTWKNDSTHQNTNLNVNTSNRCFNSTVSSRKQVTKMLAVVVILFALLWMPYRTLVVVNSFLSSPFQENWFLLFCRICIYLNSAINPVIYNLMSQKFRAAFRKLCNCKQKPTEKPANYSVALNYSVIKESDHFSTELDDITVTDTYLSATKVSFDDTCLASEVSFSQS
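Enhancer read-out: after compound pinning and an initial kinetic agonist-mode read, an EC20 of TRH (10 nM final) was injected and fluo-8 calcium signal (Ex 480/Em 530) followed at 1 s/cycle for 100 cycles in TRHR-expressing cells.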
The depositor's hits bear a star; u = inconclusive; x = not tested or not shown; & = joins results of further samples.

entry | molecule | D2 potentiator | RXFP1 antagonist | D2 ag | RXFP1 agonist | D1 agonist
1 | CCOC(=O)C1CCN(C(=O)COc2cccc(C)c2)CC1 | 2.2 | -4.2 | 0.2 | 0.1% | -3.4
2 | CC(C)[C@H](NS(=O)(=O)c1cccc(Cl)c1)C(=O)OCC(=O)NC(=O)CN1CCCC1=O | 6.8 | 8.4 | 0.4 | -0.7% | 2.5
3 | CCN(CC)C(=O)C12CC3CC(CC(Br)(C3)C1)C2 | 3.1 | 10.0 | -0.3 | -1.0% | 5.8
4 | CC(NC(=O)C1CCN(C(=O)[C@@H]2Cc3ccccc3CN2C(=O)OC(C)(C)C)CC1)c1ccccc1 (stereo not given in full) | -2.2 | 8.8 | -0.8 | 0.0% | 0.7
5 | CCc1nnc(N/N=C/c2ccc(N3CCC(C)CC3)c([N+](=O)[O-])c2)n1N | 14.7 | -7.0 | -0.3 | 0.6% | -0.6
6 | COc1ccc(CNC(=O)C2CCN(S(=O)(=O)c3cccnc3)CC2)cc1 | 9.1 | 13.0 | -0.6 | -3.4% | 3.8
7 | Cc1cc(Cl)c2ccc(Cl)cc2n1 | -5.0 | -3.0 | 1.1 | 0.0% | 3.4
8 | COC(=O)c1scc(-c2ccc(C)cc2)c1S(=O)(=O)N1CCN(c2ccc(C(C)=O)cc2)CC1 | -3.8 | x | 0.1 | -0.8% | 4.8
9 | COc1ccccc1C(=O)Nc1ccnn1C1CCN(Cc2ccn[nH]2)CC1 | 6.6 | -21.3 | 0.7 | -0.1% | 0.2
10 | COc1ccc(CONS(=O)(=O)c2ccc(NC(C)=O)cc2)cc1Cl | -4.8 | -18.0 | -0.1 | -1.6% | 9.1

entry | D1 PAM | D2 antag | D1 antag | TRHR PAM
1 | 0.9 | -2.8 | 10.1 | -1.5
2 | -6.2 | -12.8 | -4.4 | 4.4
3 | -3.0 | -16.7 | -5.2 | -2.6
4 | -4.0 | 16.4 | -18.9 | -8.2
5 | -6.5 | 10.0 | -9.7 | -0.4
6 | 9.6 | 4.8 | 3.3 | 0.3
7 | 0.3 | 2.0 | 5.1 | -0.1
8 | -5.0 | x | 2.3 | -7.7
9 | -4.9 | 3.5 | -14.7 | 2.0
10 | 0.5 | 1.8 | -2.1 | -1.3

Carrying on.
entry | molecule | D2 potentiator | RXFP1 antagonist | D2 ag | RXFP1 agonist | D1 agonist
11 | Cc1ccc(C(=O)NCC(=O)OCc2cc(=O)n3c(C)csc3n2)cc1 | 8.0 | x | -0.2 | u | -1.3
12 | COc1ccc(NC(=O)CN2CCN(Cc3ccccc3Cl)S2(=O)=O)cc1Cl | 4.7 | x | -0.1 | 0.8% | 11.3
13 | COCCNC(=S)N1CCN(C(c2ccccc2)c2ccccc2)CC1 | x | -2.9 | x | -1.6% | 0.5
14 | Cc1ccccc1NC(=O)CC(=O)Nc1ccccc1C | 2.8 | -8.9 | 0.0 | -1.7% | 2.9
15 | CC1(C)CCSC(/C=C/c2ccccc2)=N1 | x | u | x | 0.9% | 0.0
16 | C/C(N)=C(/C#N)C(=O)COC(=O)c1ccccc1Cc1ccccc1 | -1.2 | -20.4 | 2.0 | 2.6% | 1.9
17 | COc1ccc(/C=C(\NC(=O)c2cccs2)C(=O)N2CCOCC2)cc1OC | -2.7 | -6.5 | 0.5 | 2.3% | 8.7
18 | CCN(CC)c1ccc(/C=C2\C(=O)N(c3nnc(C)c(=O)[nH]3)N=C2C)cc1 | 3.8 | -12.6 | 1.3 | -3.5% | 1.1
19 | Cc1ccc(-c2cc(C(=O)Nc3c(C)n(C)n(-c4ccccc4)c3=O)no2)cc1 | 0.9 | -5.9 | -1.1 | -4.2% | -2.0
20 | CCC1CCCCN1CC(=O)Nc1cc(C)c2c(=O)oc3ccccc3c2n1 (stereo not given) | -1.2 | x | -0.1 | 2.9% | 1.3

entry | D1 PAM | D2 antag | D1 antag | TRHR PAM
11 | -5.2 | x | -16.2 | 0.2
12 | -1.1 | x | 11.0 | -2.3
13 | -0.6 | x | -12.4 | 8.8
14 | -5.0 | 20.6 | -2.7 | 0.7
15 | -5.5 | x | 3.8 | 9.6
16 | -1.2 | 10.1 | -16.5 | 3.9
17 | -3.5 | 9.3 | 11.0 | -3.9
18 | -1.9 | 0.7 | 5.4 | -12.8
19 | 6.2 | 4.9 | -10.2 | 2.1
20 | -2.7 | x | 6.3 | 0.1

Further structures
entry | molecule | D2 potentiator | RXFP1 antagonist | D2 ag | RXFP1 agonist | D1 agonist
21 | COCc1cccc(N2C(=O)CC(C3C=C(C)C4C(=O)N(c5cccc(COC)c5)C(=O)C4C3)C2=O)c1 (stereo not given) | x | u | 0.3 | -0.1% | 1.2
22 | Cc1cccc(OCC(=O)NNC(=O)CCCCC(=O)NNC(=O)COc2cccc(C)c2)c1 | 2.8 | 2.8 | 0.0 | 1.3% | 4.2
23 | Nc1ccc(N(CCO)CCO)cc1 | 5.3 | u | 3.4 | -7.9% | 5.3
24 | COc1ccc(C)cc1NC(=O)C(OC(=O)CNC(=O)c1ccc(Oc2ccccc2)cc1)c1ccccc1 (stereo not given) | -10.9 | -5.3 | 1.5 | 0.7% | 7.1
25 | NC(=O)C1CCN(c2nc3c(S(=O)(=O)c4ccccc4)nnn3c3ccccc23)CC1 | -1.5 | 12.7 | -0.1 | 22.2% | 0.6
26 | Cc1nc2ccc(C(=O)Nc3cccc([N+](=O)[O-])c3)cc2s1 | -22.1 | -14.9 | -1.1 | 5.1% | 0.9
27 | CC(=O)NS(=O)(=O)c1ccc(NC(=S)NC(=O)Cc2ccccc2)cc1 | 20.7 | 1.5 | 1.2 | -1.1% | 1.9
28 | CCNC(=S)NNC(=O)Cn1nc(C)cc1C | 0.2 | 15.3 | -0.4 | -2.0% | 0.5
29 | O=C(NCc1ccccc1)C(c1cccnc1)N(C(=O)c1ccccn1)c1cccc(F)c1 (stereo not given) | -2.6 | -12.3 | 0.9 | -0.8% | 5.4
30 | COc1ccc(CNC(=O)CN2C(=O)CSc3ccc(S(=O)(=O)N4CCOCC4)cc32)c(OC)c1 | 6.2&2.5 | 7.7&-13.1 | -3.1 | -0.2%&6.6% | 2.4&-4.0

entry | D1 PAM | D2 antag | D1 antag | TRHR PAM
21 | -6.3 | 8.0 | -4.4 | 1.1
22 | 3.8 | -13.4 | -12.4 | 1.5
23 | -5.2 | 11.9 | -2.1 | -4.2
24 | 14.9 | -2.9 | -5.8 | -4.7
25 | 1.6 | -8.2 | 12.7 | 4.2
26 | -14.8 | -7.0 | 5.6 | -1.8
27 | -2.1 | -18.0 | -17.6 | 8.6
28 | -0.4 | 1.7 | 0.7 | -5.1
29 | x | -4.6 | -0.7 | 11.1
30 | -1.9&-0.8 | 11.2 | -8.7&11.4 | -0.9&-2.6

Remaining list, next part:
entry | molecule | D2 potentiator | RXFP1 antagonist | D2 ag | RXFP1 agonist | D1 agonist
31 | CC(=O)c1cccc(NC(=O)Nc2ccc3c(c2)OCO3)c1 | -0.1 | -2.8 | -0.8 | -0.2% | 10.9
32 | Cc1ccc2nc(Cl)c3cc(C(=O)NCCCN4CCC(C)CC4)sc3c2c1 | -3.9 | -2.4 | 1.0 | 2.5% | 0.3
33 | C#Cc1ccc(CN2CCC(C(=O)Nc3ccc(Oc4ccccc4)nc3)CC2)cc1 | -4.7 | -5.0 | -0.1 | -1.0% | 40.8*
34 | O=C(Cc1ccccc1)NCCc1c[nH]c2ccccc12 | -4.6 | 4.7 | -0.7 | -0.6% | 1.4
35 | CC(=O)c1ccc[n+](CC(=O)NC(C)c2ccccc2)c1 (stereo not given) | -3.6 | 4.4 | 0.6 | -1.2% | 2.2
36 | CN1C(=O)NC(c2ccc(C(F)(F)F)cc2)C2=C1CC(C)(C)CC2=O (stereo not given) | -6.0 | 6.6 | -3.4 | 0.8% | 31.6*
37 | Cc1cc(C(=O)COC(=O)c2ccc(Br)o2)c(C)n1Cc1ccco1 | 2.2 | x | 0.1 | 1.3% | 6.7
38 | COc1ccc([N+](=O)[O-])cc1NCc1ccco1 | -0.9 | -6.9 | -1.7 | 5.9% | 2.2
39 | O=C(OCC(=O)c1ccc[nH]1)c1ccc([N+](=O)[O-])cc1 | -3.9 | 3.1 | 0.5 | -1.1% | 5.8
40 | COc1cc(/C=N/O)cc(Br)c1OCC(=O)NCc1ccccc1 | 7.2 | -1.5 | 1.1 | 1.4% | 1.9

entry | D1 PAM | D2 antag | D1 antag | TRHR PAM
31 | -13.6 | -18.3 | -4.5 | 1.0
32 | 1.4 | x | 11.1 | 2.9
33 | -4.7 | -20.9 | -12.4 | 3.4
34 | -9.2 | 0.7 | -15.3 | -6.5
35 | -5.6 | -6.6 | -0.3 | 7.7
36 | -0.7 | 3.2 | 8.1 | -3.5
37 | -2.1 | 2.7 | 5.2 | -3.6
38 | -1.9 | 5.3 | -21.9 | -5.5
39 | -2.6 | -17.9 | -24.7 | 11.6
40 | -1.4 | -5.6 | -3.9 | 5.8

Additional entries
entry | molecule | D2 potentiator | RXFP1 antagonist | D2 ag | RXFP1 agonist | D1 agonist
41 | COc1ccc(C2(C(=O)NCc3ccccc3Cl)CCOCC2)cc1OC | -0.5 | -3.1 | -0.1 | 2.5% | 0.8
42 | Cc1ccc(NC(=O)c2ccc(=O)n(CC(=O)Nc3cc(C)cc(C)c3)n2)cc1 | 1.2 | -13.9 | -0.2 | 5.4% | 1.0
43 | CC1CN(S(=O)(=O)c2ccc(C(=O)N3CCc4ccccc43)cc2)CC(C)O1 (stereo not given) | 9.6 | 1.3 | 2.2 | -0.6% | -0.1
44 | Cc1cccc(-n2cnc(C(=O)NC3CCCCCC3)c2)n1 | -2.0 | -9.0 | -0.5 | 0.4% | 0.9
45 | Cc1ccc(S(=O)(=O)N(C)C)cc1NC(=O)COC(=O)c1sc2cc(Cl)ccc2c1Cl | -11.0 | -9.3 | 2.8 | 6.0% | 3.2
46 | Cc1onc(-c2c(F)cccc2Cl)c1C(=O)N1CCc2ccccc21 | x | 7.8 | x | -0.4% | 1.1
47 | CCC(=O)N1CCc2cc(S(=O)(=O)CCC(=O)NCc3ccc(OC)cc3)ccc21 | 16.5&6.0 | 17.2 | 2.2&-0.6 | -0.8%&-0.4% | 3.9&-2.3
48 | Cc1ccc(OCCN(C)C(=O)C2CCC(=O)N(CCCN3CCOCC3)C2)cc1 (stereo not given) | -8.2 | 5.4 | 0.6 | -0.5% | 0.2

entry | D1 PAM | D2 antag | D1 antag | TRHR PAM
41 | -6.7 | -8.1 | -3.5 | 12.6
42 | -1.3 | x | 9.5 | -5.4
43 | -1.7 | -23.2 | -3.8 | 2.2
44 | -0.3 | -4.3 | -0.8 | 12.6
45 | -3.6 | -6.5 | -6.8 | -3.7
46 | 4.8 | x | 3.5 | 13.5
47 | -4.3&4.3 | 0.0 | -3.0&-3.9 | 25.4&10.5
48 | 2.9 | -3.5 | 9.1 | 3.1

These rows are one share of the data (hit frequency here may not be typical).
